# p53ts 32C kill – cytotoxicity in p53ts cells at permissive temperature | H1299-p53A138V at 32C, ATP luminescence viability, 24 h | Potency, µM (doses to about 46.1 µM), inactives show at the highest dose activity change, negative = cytotoxicity, usual class: cytotoxic | 130,000 compounds, 0.93% hits;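 note: 0% = DMSO and -100% = full killing by reference compound; nearly all actives have a fitted effect of over 55% in size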
#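 H1299-p53 A138V cells (temperature-sensitive p53) exposed 24 h to up to 46 uM compound at 32C, where p53 is wild-type in conformation. Viability read as ATP luminescence and normalised to DMSO and 100 uM tamoxifen. AC50 fitted with the Hill equation.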
# p53ts 39C tox – p53ts cell cytotoxicity, nonpermissive temperature. H1299-p53A138V viability at 39C, ATP luminescence, 24 h. Potency, µM (titrated, usually from 46.1 µM), for the others: at the top dose activity change, negative = cell killing, usual class: cytotoxic. 130,000 compounds, 1.5% hits; note: nearly all actives have a fitted effect of over 55% in size
# Imprint erasure – induces erasure of genomic imprints in mouse ES cells; AID 1948; 110,000 compounds, 0.02% hits; mouse ES Peg3-LacZ reporter, beta-gal luminescence, 40 h; Potency, µM (doses to about 60.7 µM), without a hit: at the top dose activity change, positive = activation, actives largely listed as activators;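 note: 0% = negative control wells on the plate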
#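 Imprint erasure is scored as LacZ activity from the silenced maternal Peg3 allele in feeder-free female ES cells cultured 40 h with LIF. Luminescence is normalized to in-plate negative controls and fitted to the Hill equation.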
# IkB signaling – IkB pathway inhibition in ABC-DLBCL cells; ABC-DLBCL IkBa-CBG/CBR dual luciferase ratio, 4 h; response scale: scaled: untreated 0%, proteasome inhibitor 100%; Potency, µM (top dose mostly 57.1 µM), for inactives: at the highest dose IkBa stabilization activation; 110,000 compounds, 0.04% hits; AID 445; active = well fitted curve in the direction sought with a large enough effect in the signal ratio, not every such curve was filed as active; inconclusive = small, poorly fitted or top-dose-only effect, or a change in a side signal; the % refers to the signal ratio;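 note: the direction sought is a rising ratio; 0% = basal untreated cells and 100% = reference inhibitor full response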
#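 In this assay, an IκBα–CBG68 fusion accumulates when IKK-driven degradation is blocked; native CBR normalizes for cell number. OCI-Ly3 cells were treated 4 h with compound and doxycycline, then green and red light read after Chroma-Glo addition.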
# Numbers without * were called inactive; ? = inconclusive; / = no result given; [ ] = dose if it differs, or a comment. Unless noted, calls come from the whole dose curve; as a rule, active = well fitted curve in the direction sought with a large enough effect; inconclusive = small, poorly fitted or top-dose-only effect, or another doubt; inactive = no such curve, though single readings can be large; an effect the other way counts as inactive or inconclusive. Unless noted, % is set by controls: 0 for no effect and ±100 for the full control effect; potency is the fitted concentration of half-maximal effect.
Structure,p53ts 32C kill,p53ts 39C tox,Imprint erasure,IkB signaling
CSCCC(NS(=O)(=O)c1cccs1)C(=O)NCc1cccs1 (configuration not stated),-1.9%,0.3%,-6.1%,1.2%
CCCc1c(C(=O)OCC)[nH]c2c1C(=O)CCC2,11.6%,-10.2%,-16.1%,-3.3%
Cc1ccc(NC(=O)CSc2nc(=O)n(Cc3ccco3)c3c2CCC3)cc1F,-6.2%,1.8%,2.8%[10.9 µM],?
CCCCc1ccc(-c2nc(N)n[nH]2)cc1,?,?,-6.9%,-2.3%
O=C(CSc1nnnn1C1CCCC1)c1ccc2c(c1)OCCO2,?,-9.5%,-19.9%,0.8%
Cc1c(NC(=O)c2cc(-c3cccc(Cl)c3)on2)c(=O)n(-c2ccccc2)n1C,5.3%,8.3%,10.7%[10.9 µM],3.1%
CCOC(=O)c1cn(CC(=O)Nc2ccccc2C(=O)OCC)nn1,-12.9%,-16.5%,-6.4%,-1.5%
COc1ccc(S(=O)(=O)N2CCC(O)(c3ccc4c(c3)OCO4)CC2)cc1,-3.8%,-3.8%,-4.6%,3.7%
O=C(NCc1cccs1)C1CCCN(S(=O)(=O)c2cccc3cccnc23)C1 (configuration not stated),0.4%,-0.7%,-9.0%,0.8%
Cc1ccc(NC(=O)CSc2nnc([C@@H]3CCCN3C(=O)OC(C)(C)C)o2)c(C)c1,-2.9%,5.5%,-3.0%,0.6%

# A draw from above in order of formula weight, smallest number first:
Structure,p53ts 32C kill,p53ts 39C tox,Imprint erasure,IkB signaling
CCCCc1ccc(-c2nc(N)n[nH]2)cc1,?,?,-6.9%,-2.3%
CCOC(=O)c1cn(CC(=O)Nc2ccccc2C(=O)OCC)nn1,-12.9%,-16.5%,-6.4%,-1.5%
Cc1ccc(NC(=O)CSc2nnc([C@@H]3CCCN3C(=O)OC(C)(C)C)o2)c(C)c1,-2.9%,5.5%,-3.0%,0.6%

# Further compounds:
Structure,p53ts 32C kill,p53ts 39C tox,Imprint erasure,IkB signaling
Oc1c(C(c2ccccc2F)N2CCC3(CC2)OCCO3)sc2nc(-c3ccco3)nn12 (configuration not stated),-2.1%,10.4%,-15.6%[10.9 µM],-0.3%
Cn1nnc2cc(NC(=O)N3CC4(C)CC3CC(C)(C)C4)ccc21 (configuration not stated),-1.4%,11.9%,-14.8%,-0.3%
Cc1c(C(=O)NCc2ccc(Cl)cc2)sc2nc3n(c(=O)c12)CCCC3,25.8%,1.7%,-5.7%[10.9 µM],?
NC(=O)C1CCN(CC(=O)Nc2cccc(C(=O)Nc3cccc(C(F)(F)F)c3)c2)CC1,?,-1.5%,/,/
O=S(=O)(/C=C/c1ccccc1)n1cnc2ccccc21,-3.7%,0.8%,-1.3%,3.6%
O=C1N(CCCCN2C(=O)C3(OCCO3)c3ccccc32)c2ccccc2C12OCCO2,-11.5%,-4.8%,?,0.8%
COc1ccc(N2CCN(C(=O)c3cn(C)c(=O)c4c3c3ccccc3n4C)CC2)cc1,2.4%,-9.4%,-15.6%,1.0%
Cc1ccc(CN(C(=O)COc2ccc(Cl)cc2C)C2CCS(=O)(=O)C2)o1 (configuration not stated),8.3%,-8.8%,5.1%[10.9 µM],?
COc1cccc(NC(=O)CSC2=Nc3ccccc3C3=NC(CCC(=O)NC4CCCCC4)C(=O)N23)c1 (configuration not stated),13.8%,-7.4%,-14.0%[10.9 µM],2.6%
CCOC(=O)CSc1nc2ccccc2c(=O)n1CC1CCCC1,-6.8%,-3.1%,/,/
CC(C)NS(=O)(=O)c1ccc(OCC(=O)NCc2ccc3c(c2)OCO3)c(Cl)c1,-6.5%,-3.3%,-6.4%,7.8%
O=C(O)CSc1nc2ccccc2[nH]1,-9.1%[9.22 µM],-3.9%[9.22 µM],-2.7%[10.9 µM],0.5%[11.4 µM]
CCC(CO)N=CC1=C(O)C(C(=O)c2ccccc2)CCC1=O (configuration not stated),-2.9%,2.0%,-5.0%,2.9%
CC(C)c1ccc(NC(=O)C2(C)Cc3ccccc3C(=O)O2)cc1 (configuration not stated),-9.6%,?,10.5%[10.9 µM],-0.6%
O=C(CN1CCOCC1)OCCCc1ccccc1,1.4%,6.8%,8.4%,2.5%
COC(=O)c1c(NC(=O)CN2CCN(Cc3ccc4c(c3)OCO4)CC2)sc(C)c1C,?,-24.2%,-21.7%,?
Cc1cc(NC(=O)C(C)C)ncc1NC(=O)Cc1ccccc1,-2.0%,1.8%,-11.2%,-1.8%
CS(=O)(=O)NCc1ccc(C(=O)NCc2ccccc2)cc1,-2.8%,2.6%,10.6%,-3.9%
COc1ccc(CCNC(=O)Cn2nnc(-c3ccc(N(C)C)cc3)n2)cc1OC,-1.7%,10.5%,/,/
COc1ccccc1CC(=O)N1CCCC1,3.4%,7.0%,0.5%,0.3%
COC(=O)CN1CCN(C(=O)c2ccc(F)cc2)c2ccccc2C1,-8.8%,-4.0%,-2.8%,1.4%
Cn1ccnc1C(O)c1ccco1 (configuration not stated),1.2%,-3.0%,-8.7%,1.2%
CCOC(=O)CC(=O)CSc1ncc(C(=O)OCC)c(N)n1,2.6%,2.4%,-8.4%,1.6%
C=CC[C@@H]1C=C[C@H](O/N=C(\C)CCN2CCc3nc(-c4ccccc4)c(-c4ccccc4)cc3C2)[C@H](CO)O1,1.0%[9.22 µM],3.9%[9.22 µM],/,/
COC(=O)c1ccccc1NC(=O)c1c(O)c2cccc3c2n(c1=O)CCC3,1.5%,2.8%,7.2%,4.5%
Nc1nc(-c2ccccc2)c(CC(=O)O)s1,-4.6%[9.22 µM],7.6%[9.22 µM],-0.7%[10.9 µM],1.5%[11.4 µM]
Cc1ccc(N2C(=O)[C@@H]3[C@H](C2=O)C2c4ccccc4C=CN2[C@@H]3C(=O)c2ccco2)cc1 (some centres not stated),-15.1%,-8.2%,-3.3%,?
O=S(=O)(Nc1ccccc1N1CCOCC1)c1ccc(Cl)s1,8.7%,1.4%,-16.8%,1.9%
Cc1ccc(-n2ncc(C(=O)NCc3ccccc3)c2C2CCN(C(=O)OC(C)(C)C)CC2)cc1,12.8%,4.3%,7.6%[10.9 µM],?
COc1cc2c(-c3ccc(C)cc3)nc3c(c(C)nn3-c3ccccc3)c2cc1OC,6.0%,-1.9%,-5.6%[10.9 µM],-2.2%
C/C(O)=C(/N=O)C(=O)Nc1ccccc1,-2.1%,3.5%,-28.5%,3.3%
CCCOc1ccccc1NC(=O)c1c(-c2ccccc2)noc1C,2.6%,-9.5%,-19.1%,1.1%
Cc1ccc(Oc2cc(-n3nc(C)cc3C)ncn2)cc1,-15.8%,-11.4%,/,/
COc1ccc(-c2cn3c(n2)sc2cc(C(=O)NC(C)C45CC6CC(CC(C6)C4)C5)ccc23)cc1 (configuration not stated),0.6%,-5.3%,13.1%[10.9 µM],?
COc1ccccc1NC(=O)CN1CCN(C2c3ccccc3-c3ccccc32)CC1,-19.5%,-9.0%,-5.2%,1.8%
COc1ccc(-c2cc(C(F)F)n3ncc(C(=O)N4CCN(C(=O)c5ccco5)CC4)c3n2)cc1,2.6%,0.1%,-6.6%,-6.6%
Nc1c(C(=O)NCc2ccco2)nnn1-c1ccccc1,?,?,24.5%,?
CCC(C)Sc1nc2c(c(=O)[nH]c(=O)n2C)n1Cc1ccc(Cl)cc1 (configuration not stated),?,-12.6%,/,0.6%
CC(=O)c1ccc(OCCCC(=O)NCC(c2ccco2)N(C)C)cc1 (configuration not stated),0.6%,10.3%,-12.0%,0.7%
COc1ccc(CN(CC(=O)NC2CCCC2)C(=O)CCC(=O)Nc2cc(C)on2)cc1,2.9%,6.9%,/,/
Cc1nnc(NC(=O)C2CCCO2)s1 (configuration not stated),-12.6%,34.7%[activator],-3.4%,3.1%
COc1cccc(NS(=O)(=O)c2ccc3[nH]cc(C(=O)N(C)C4CCCCC4)c(=O)c3c2)c1,4.6%,16.9%,-3.5%[10.9 µM],?
Cc1ccc2nc(NC(=O)CSc3[nH]c(=O)ncc3C)sc2c1,7.0%,?,-20.7%[10.9 µM],1.8%
Cc1cccc(NC(=O)Cn2cc(C(=O)C3CCCCC3)c3ccccc32)c1C,-12.8%,-23.1%,-16.6%[10.9 µM],?
COc1ccc(N=CC2=C(O)CCCC2=O)cc1,-10.2%,7.7%,-7.1%,-1.1%
O=C(Cn1ncc2c3ccccc3n(Cc3ccc(F)cc3)c2c1=O)NCCCN1CCCCC1,6.0%,-7.7%,-16.5%[10.9 µM],0.7%
Cc1ccccc1NC(=O)CSc1nc2ccc(NC(=O)c3cccs3)cc2s1,-11.8%,?,-22.6%[10.9 µM],?
Cc1ccccc1Nc1nc(N)nc(COC(=O)CC2CC3CCC2C3)n1 (configuration not stated),-13.3%,-15.4%,/,/
COc1ccc(OC)c(C(=O)CSc2nc3c(c(=O)n(C)c(=O)n3C)n2C(C)C)c1,0.5%,8.8%,9.8%,-1.2%
Cc1ccccc1-c1noc(-c2ccc(N3CCN(C)CC3)c([N+](=O)[O-])c2)n1,-4.7%,-26.6%,?,2.2%

# Random excerpt: six entries already listed, in no set order.
Structure,p53ts 32C kill,p53ts 39C tox,Imprint erasure,IkB signaling
Cc1cccc(NC(=O)Cn2cc(C(=O)C3CCCCC3)c3ccccc32)c1C,-12.8%,-23.1%,-16.6%[10.9 µM],?
Cc1ccccc1Nc1nc(N)nc(COC(=O)CC2CC3CCC2C3)n1 (configuration not stated),-13.3%,-15.4%,/,/
O=C(Cn1ncc2c3ccccc3n(Cc3ccc(F)cc3)c2c1=O)NCCCN1CCCCC1,6.0%,-7.7%,-16.5%[10.9 µM],0.7%
Cc1ccc2nc(NC(=O)CSc3[nH]c(=O)ncc3C)sc2c1,7.0%,?,-20.7%[10.9 µM],1.8%
COc1ccc(OC)c(C(=O)CSc2nc3c(c(=O)n(C)c(=O)n3C)n2C(C)C)c1,0.5%,8.8%,9.8%,-1.2%
COc1cccc(NS(=O)(=O)c2ccc3[nH]cc(C(=O)N(C)C4CCCCC4)c(=O)c3c2)c1,4.6%,16.9%,-3.5%[10.9 µM],?

# Later entries
Structure,p53ts 32C kill,p53ts 39C tox,Imprint erasure,IkB signaling
Cc1nc(N2CCOCC2)c2cc(-c3ccccc3)sc2n1,-27.6%,-10.8%,-15.8%,-1.1%
CC1CCCc2sc3nc(SCC(=O)c4ccc(Br)cc4)nc(N)c3c21 (configuration not stated),12.4%,-8.5%,25.3%[10.9 µM],3.4%
CN(C)c1ccc(CNC(=O)c2ccc(NC(=O)N3CCCCc4ccccc43)cc2)cc1,-5.3%,-16.4%,-17.1%[10.9 µM],?
Cn1cc(-c2nc3cnc(OCc4ccccc4)nc3n(CCC#N)c2=O)c2ccccc21,4.7%,7.8%,-0.6%,1.6%[11.4 µM]
CC1CCc2nn(CC(=O)N3CCCCCC3)cc2C1 (configuration not stated),-0.7%,10.4%,-11.5%,0.4%
c1ccc(-c2csc3nnc(SCc4ccc5c(c4)OCO5)n23)cc1,9.1%,4.9%,-24.7%,?
CN(C(=O)CSc1nc2ccccc2n1CC(=O)NCc1ccc(F)cc1)c1ccc(F)cc1,-1.0%,-16.7%,-3.8%[10.9 µM],1.3%
Cc1ccc(Cl)cc1N1CCN(Cc2nnnn2Cc2ccco2)CC1,4.2%,-14.3%,/,13.1%
CN(C)C(=O)c1ccc(-c2nc(-n3ccnc3)c3ccccc3n2)cc1,7.94µM*,10µM*,-63.6%[inhibitor],-0.3%[11.4 µM]
COc1ccc(C(=O)/C=C/c2cn(CC(O)CN3CCCCCC3)c3ccccc23)cc1OC (configuration not stated),-16.3%,12.6µM*,-5.0%[10.9 µM],?
Cc1ccc(S(=O)(=O)N(C)CC(=O)N2CCN(C(=O)c3ccco3)CC2)cc1,2.8%,-3.2%,-6.5%,0.1%
COCCn1c(=O)[nH]c2cc(C(=O)NCCN3CCN(c4ccccc4)CC3)ccc2c1=O,-6.6%,2.7%,-9.6%,-0.9%
Cc1ccc(NC(=O)CSc2nc3ccccc3c3nc(CCn4cncc4C)nn23)c(C)c1,-1.6%,-19.1%,-14.3%[10.9 µM],-1.6%
COC(=O)CNC(c1ccccc1)c1cc(Br)ccc1NC(=O)c1ccccc1 (configuration not stated),15.2%,4.4%,-8.8%[10.9 µM],4.4%
CCN(CC)c1ccc(-c2nc3cnccc3n2C)cc1,?,?,-40.3%[inhibitor],0.0%

# Screens from PubChem.

# Rows are unselected; any-hit rate near 1.7%.
